S3 lipid droplet = qHTS Assay for Lipid Storage Modulators in Drosophila S3 Cells; Potency in µM for hits, for the others lipid storage change, negative = inhibition, % at the top dose, mostly 46.1 µM; actives 0.64% (n = 320,000); Drosophila S3 cells, BODIPY lipid droplet fluorescence, 18-24 h; cells fed with added oleic acid; active = well fitted inhibition curve with a large enough effect in the signal ratio, with a control signal flat, not every such curve was filed as active; inconclusive = small, poorly fitted or top-dose-only effect, or effect the other way, or a change in a side signal; the % refers to the signal ratio
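Laser-scanning cytometry quantifies lipid droplet accumulation (500–530 nm total intensity; droplet/cell object ratio) in oleic acid-fed (400 uM added) Drosophila S3 cells treated with a concentration series. 20 uM Triacsin C defined 100% inhibition.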
S3 lipid droplet cell count max = recorded beside S3 lipid droplet, whose call it bears; cell number change, %; measured here: cell count max response;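 cells counted by Cell Tracker Red CMTPX staining in the red channel; peak over a dose series mostly up to 46.1 µM; percent activity relative to internal control wells on each plate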
* = called active by the depositor; i = inactive; ? = inconclusive; . = no result given; [ ] = dose if it differs, or a comment. % is set by controls: 0 for no effect and ±100 for the full control effect; potency is the fitted concentration of half-maximal effect. These rows are one share of the data; the hit share may differ from the screen's.

S3 lipid droplet,S3 lipid droplet cell count max,SMILES
-5%,22,CCn1c(SCC(=O)NCC2CCCO2)nnc1-c1ccc(S(=O)(=O)N2CCN(C)CC2)cc1 (stereo not drawn)
16%,.,Cc1ccc(C(=O)NCC(=O)OCC(=O)Nc2ccccc2[N+](=O)[O-])cc1
-19%,-12,CCc1nc2cccnc2n1-c1ccc(CC(=O)O)cc1
i,.,O=C(COC(=O)c1ccccc1C(=O)N1CCN(c2ccccc2)CC1)Nc1ccccc1
7%,0,CCN(CC(=O)NCc1ccc(F)cc1)C(=O)/C=C/c1ccc(OC)c(S(=O)(=O)NC(C)C)c1
?,.,CCCC(=O)N(CCc1ccccc1)Cc1nc2ccccc2c(=O)[nH]1
?,.,COc1cc(OC)c(NC(=O)Cn2cnc3sc(C)c(S(=O)(=O)N4CCOCC4)c3c2=O)cc1Cl
-12%,-14,COc1ccc(C(=O)NC(CC(=O)O)c2cc([N+](=O)[O-])ccc2Cl)c(SC)c1 (stereo not drawn)
?,.,Cc1ccc2c(c1)N(S(=O)(=O)c1cc(-c3onc(C)c3C)ccc1C)CCO2
?,.,O=C(N/N=C/c1cccc(O)c1)c1ccc(-n2cnnn2)cc1
1%,-6,Cc1cc(NC(=O)CSc2nc3ccccc3c(=O)n2CCCC(=O)NCc2ccccc2)n[nH]1
-6%,28,Cc1ccc(N(CC(=O)Nc2c(C)n(C)n(-c3ccccc3)c2=O)S(C)(=O)=O)c(C)c1
i,18,Cc1ccc2c(CN(C)Cc3ccc(Cl)cc3)cc(=O)oc2c1
?,.,C=C(C)CNC(=S)NNC(=O)c1ccncc1
?,.,COc1cccc(C(=O)OCCN(C)C(C)(C)C)c1
14%,12,CN(C(=S)Nc1ccc(F)cc1)C(c1ccccc1)c1ccccc1
11%,3,CC(C)C(OC(=O)c1cccc(S(=O)(=O)NCC(F)(F)F)c1)C(=O)NC(N)=O (stereo not drawn)
?,.,COc1ccc(C2C(C(C)=O)=C(O)C(=O)N2c2nccs2)cc1 (stereo not drawn)
11%,13,CCc1cc(CNC(=O)CC2C(=O)NCCN2Cc2c(F)cccc2Cl)on1 (stereo not drawn)
?,.,CS(=O)(=O)N(CC(=O)NCc1ccncc1)c1cc(Cl)ccc1Cl
-4%,2,Nc1cc(=O)[nH]c(SCC(=O)N2CCc3ccccc3C2)n1
?,.,CCC(=O)Nc1ccc(-c2ccc(N3CCCCC3)nn2)cc1
?,.,COC(=O)N[C@@H]1C[C@H]2[C@@H]3CC[C@H]4C[C@@H](OC)CC[C@]4(C)[C@H]3CC[C@@]12C
4%,6,C/C(=N/NC(=O)CN1CCN(Cc2ccccc2)CC1)c1ccc([N+](=O)[O-])cc1
7%,21,CSc1ccc(CN(C)C(=O)CNC(=O)CNS(=O)(=O)c2ccc(C)c(C)c2)cc1
?,.,c1ccc(N2CCN(c3nc4cc5c(cc4s3)OCCO5)CC2)cc1
?,.,O=[N+]([O-])c1cc2c(c(CSc3nnnn3-c3ccc(O)cc3)c1)OCOC2
1%,-10,COc1cccc(-c2nc(-c3ccccc3)[nH]c(=O)c2C#N)c1
?,.,CC1C/C(=N/NC(=O)c2cccs2)CC(C)(C)C1 (stereo not drawn)
2%,-18,Cc1ccc(-c2csc3ncnc(-n4nc(C)cc4N)c23)cc1
3%,8,CCOC(=O)C1CCN(C(=O)c2ccccc2NC(C)=O)CC1
?,.,CCc1[nH]nc2c1C(c1ccc(Br)s1)C(C#N)=C(N)O2 (stereo not drawn)
-1%,13,COc1ccc(C(=O)Nc2cc3c(oc2=O)CCCC3=O)cc1
15%,0,CCCC(=O)Nc1ccc(NC(=O)c2ccco2)cn1
?,.,CCOc1ccc(C2CC(c3ccc(OC)cc3)n3ncnc3N2)cc1 (stereo not drawn)
12%,-4,COc1cccc(/C(O)=C2/C(=O)C(=O)N(CCN3CCOCC3)C2c2cccnc2)c1 (stereo not drawn)
?,.,C=CCOc1cccc(C(=O)N2CCC(CCC(=O)NC3CC3)CC2)c1
8%,-4,COC(=O)C1=C(C)N(CCc2c[nH]c3ccccc23)C(=O)C1
-3%,-12,Cc1[nH]n(-c2ncc(-c3ccc(Cl)cc3)s2)c(=O)c1C(c1ccc(Cl)cc1)C(C#N)C#N (stereo not drawn)
?,.,C#CCOC(=O)C[N+](C)(C)C/C=C/c1ccccc1
?,.,COc1cccc(/C=C/C(=C2/C(=O)N(c3ccccc3)N=C2C)c2ccccc2)c1OC
i,.,CC1CN(S(=O)(=O)c2cccc(C(=O)OCc3cc(=O)oc4cc(O)ccc34)c2)CC(C)O1 (stereo not drawn)
?,.,CCOc1ccc(NC(=O)CN2CCN(S(=O)(=O)c3ccc(Cl)cc3)CC2)cc1
?,.,COc1ccccc1OCCNC(=O)c1cccc(S(=O)(=O)N2CCN(Cc3ccccc3)CC2)c1
-1%,1,O=C1c2cccc3cccc(c23)C(=O)N1CCN1CCN(CC(O)COc2ccccc2)CC1 (stereo not drawn)
-15%,1,O=C1N/C(=N/NC(=O)c2cccc3ccccc23)S/C1=C\c1ccccc1OCc1ccccc1
?,.,CCOc1ccc(CCNC(=O)CCNC(=O)c2ccccc2Cl)cc1OCC
-9%,14,Cc1ccc2c(c1)N(C(=O)CCC(=O)NC1CCCCCC1)CCO2
i,-14,CC(C)n1c2ccccc2c2nc3ccccc3nc21
i,-4,N#Cc1c(-c2ccccc2)nc(SCc2cccc(Cl)c2)[nH]c1=O

Next structures:
S3 lipid droplet,S3 lipid droplet cell count max,SMILES
14%,-2,Cc1ccc([N+](=O)[O-])cc1NC(=O)C(Sc1ccccc1)c1ccccc1 (stereo not drawn)
23%,12,CN(C)S(=O)(=O)c1ccc(C(=O)Nc2cc(S(=O)(=O)Nc3ccccc3Cl)ccc2N2CCCCC2)cc1
?,.,Cc1noc(C(=O)N(C)c2ccccc2)c1Cl
6%,5,COc1ccc(OCC(=O)Nc2ccc(N3CCN(Cc4ccccc4F)CC3)cc2)cc1
-9%,14,O=C(CSc1ccc2nnc(CCNS(=O)(=O)c3ccccc3)n2n1)Nc1nc2ccccc2s1
?,.,Cc1ccccc1N1CCN(C2=NC(=O)/C(=C/c3cn[nH]c3-c3ccccc3)S2)CC1
?,.,CCN1CCN(C(=O)c2ccccc2NS(=O)(=O)c2ccc(Cl)cc2)CC1
?,.,Cc1cccc(CC2CC(=O)N(c3ncccn3)C2=O)c1 (stereo not drawn)
?,.,CCC(C)n1c(SCC(=O)NC2CCS(=O)(=O)C2)nc2ccccc2c1=O (stereo not drawn)
12%,15,O=C(N/N=C/c1ccc[nH]1)c1ccc(Cl)cc1
?,.,O=C(/C=C/c1ccc(Cl)cc1)OCC(=O)c1ccc[nH]1
?,.,CCN(CC(=O)NCc1cccs1)S(=O)(=O)c1ccccc1Cl
?,.,O=C(CCc1nc2ccccc2c(=O)[nH]1)OCc1nnc(-c2ccccc2)o1
-6%,2,CCN1C(=O)C(C)S/C1=N\S(=O)(=O)c1ccc(F)cc1 (stereo not drawn)
?,.,Cc1nc(C)c(C(=O)C2=C(O)C(=O)N(CCCN(C)C)C2c2ccco2)s1 (stereo not drawn)
?,.,C=CCSc1ncccc1C(=O)NCCc1ccc(Cl)cc1
5%,9,CSCc1ccc(C(=O)NCc2ccc(C)cc2)cc1
?,.,N/C(=N\NS(=O)(=O)c1ccccc1C(F)(F)F)c1ccccn1
?,.,CCc1nnc(NC(=O)c2ccc(-c3cccc(C(F)(F)F)c3)o2)s1
i,13,Cn1cnnc1SCC(=O)Nc1ccc(Br)cc1F
?,.,COCCOC(=O)C1=C(C)NC2=C(C(=O)CC(C)(C)C2)C1c1cc2c(cc1Br)OCO2 (stereo not drawn)
?,.,COc1cc2c(cc1OC)C1(NCC2)C(=O)Nc2ccccc21 (stereo not drawn)
?,.,CC(=O)Cn1cnc2scc(-c3ccc(C)c(C)c3)c2c1=O
?,.,CNC(=O)c1c(NC(=O)CCS(=O)(=O)c2ccc(F)cc2)sc(C)c1C
-1%,-11,O=C(Nc1cccc(C(F)(F)F)c1)C1(c2ccccc2)CC1
?,.,COc1cc(OC)c(NC(=O)Cn2cccc2)cc1Cl
?,.,CN1CCN(C(=O)C2CCC(=O)N(Cc3cccc(C(F)(F)F)c3)C2)CC1 (stereo not drawn)
21%[9.22 µM],11,Cc1cc(C)nc(/N=C(\N)N(Cc2ccccc2)Cc2ccccc2)n1
12%,-3,CCN1CCN(S(=O)(=O)c2ccc3ccccc3c2)CC1
11%,11,COc1cccc(CCNC(=O)CC2C(=O)NCCN2CC(C)(C)C)c1 (stereo not drawn)
?,.,Cc1ccc(/C=N/NC(=O)c2nnn(-c3nonc3N)c2CNc2ccccc2)cc1
?,.,O=C(Oc1ccc(C(=S)N2CCOCC2)cc1)c1ccccc1
-9%,-7,O=C(O)C1CCCCC1C(=O)Nc1cccc(Cl)c1Cl (stereo not drawn)
4%,1,COc1ccc(CNC(=O)CCNS(=O)(=O)c2cccc3nsnc23)cc1
3%,3,Cc1ccc(N(C(=O)c2ccc(S(=O)(=O)N(C)C)cc2)C2C=CS(=O)(=O)C2)cc1 (stereo not drawn)
?,.,O=C(Cc1ccccc1)Nc1nnc(-c2ccco2)o1
?,.,CC(C)c1ccc(/C=C/c2[nH]c(=O)[nH]c(=O)c2[N+](=O)[O-])cc1
?,.,O=C(CCNC(=O)N1CC(=O)Nc2ccccc21)NCc1cccc(Cl)c1
?,.,Cc1csc(NC(=O)CSc2nnc(CCNC(=O)c3ccc(Cl)c(Cl)c3)n2C)n1
?,.,COc1ccccc1NC(=O)Nc1ccc(C(N)=O)cc1
21%,23,CCCNC(=O)c1cc(S(=O)(=O)N2CCc3ccccc32)cn1C
?,.,CCc1ccccc1N(C)S(=O)(=O)c1ccc2[nH]cc(C(=O)N3CCc4ccccc43)c(=O)c2c1
0%,6,COc1ccc(S(=O)(=O)N2CCOCC2)cc1NC(=O)COC(=O)c1ccc(C)s1
-53%[0.0737 µM],.,CC(OC(=O)CCN=C1NS(=O)(=O)c2ccccc21)C(=O)N(C)C1CCCCC1 (stereo not drawn)
?,.,CSc1ccc(S(=O)(=O)NC2CCCCCC2)cc1
i[0.369 µM],-1,Cc1ccc(S(=O)(=O)N2CCOC2CNC(=O)C(=O)NCc2ccccc2)cc1 (stereo not drawn)
10%,-6,COC(=O)C1=CN(Cc2ccc(F)cc2)C=C(C(=O)OC)C1c1cc(OC)c(OC)c(OC)c1
?,.,Cn1c(/C=C/c2ccc(Cl)cc2)c([N+](=O)[O-])c(=O)n(C)c1=O
?,.,O=C(Nc1ccc(F)cc1F)NC1CC1
?,.,COc1ccc(S(=O)(=O)n2nc(C)cc2C)cc1OC

Remaining list, next part
S3 lipid droplet,S3 lipid droplet cell count max,SMILES
6%,5,Cc1ccc(-n2ncc3c(NCc4ccc5c(c4)OCO5)ncnc32)c(C)c1
?,.,O=C(CCCN1C(=O)/C(=C\c2cccs2)SC1=S)Nc1ccc(O)cc1
?,.,CC1Cc2cc(/C(O)=C3\C(=O)C(=O)N(Cc4cccnc4)C3c3ccccc3F)ccc2O1 (stereo not drawn)
?,.,Cc1cccc(NC(=O)Nc2ccc(Br)cc2)n1
?,.,C/[N+]([O-])=C\C1C(=O)CC(C)(C)CC1=O
4%,5,Cc1nc(C(F)(F)F)c(C(=O)O)cc1-c1nc(-c2ccccc2)cs1
?,.,O=S(=O)(CCc1ccncc1)c1ccc(Cl)cc1
?,.,CCOC(=O)/C=C/[C@H]1CCc2cccc(Cl)c2O1
-5%,-2,COC(=O)Cc1cc(=O)n2[nH]cnc2n1
i,.,Cn1c(CSc2nc3ccccc3s2)nc2ccccc21
?,.,Cc1c(C)c2c(OCC(=O)N[C@@H](C(=O)O)c3ccccc3)cc3c(c2oc1=O)CCC(C)(C)O3
?,.,Cc1ccc(Cn2nnc3c(=O)[nH]c(C4CCCN(C(=O)Nc5ccc(F)cc5)C4)nc32)cc1 (stereo not drawn)
-34%[0.0737 µM],8,CCN(C(=O)COC(=O)c1nc2nc(C)cc(C)n2n1)C1CCCCC1
?,.,CCOC(=O)c1cc2c(ccn2-c2ccc(F)cc2)n1CC(=O)N(CC)CC

Molecules above containing an aryl thioether with sulfur outside any ring:
S3 lipid droplet,S3 lipid droplet cell count max,SMILES
-5%,22,CCn1c(SCC(=O)NCC2CCCO2)nnc1-c1ccc(S(=O)(=O)N2CCN(C)CC2)cc1 (stereo not drawn)
-12%,-14,COc1ccc(C(=O)NC(CC(=O)O)c2cc([N+](=O)[O-])ccc2Cl)c(SC)c1 (stereo not drawn)
1%,-6,Cc1cc(NC(=O)CSc2nc3ccccc3c(=O)n2CCCC(=O)NCc2ccccc2)n[nH]1
-4%,2,Nc1cc(=O)[nH]c(SCC(=O)N2CCc3ccccc3C2)n1
7%,21,CSc1ccc(CN(C)C(=O)CNC(=O)CNS(=O)(=O)c2ccc(C)c(C)c2)cc1
?,.,O=[N+]([O-])c1cc2c(c(CSc3nnnn3-c3ccc(O)cc3)c1)OCOC2
i,-4,N#Cc1c(-c2ccccc2)nc(SCc2cccc(Cl)c2)[nH]c1=O
14%,-2,Cc1ccc([N+](=O)[O-])cc1NC(=O)C(Sc1ccccc1)c1ccccc1 (stereo not drawn)
-9%,14,O=C(CSc1ccc2nnc(CCNS(=O)(=O)c3ccccc3)n2n1)Nc1nc2ccccc2s1
?,.,CCC(C)n1c(SCC(=O)NC2CCS(=O)(=O)C2)nc2ccccc2c1=O (stereo not drawn)
?,.,C=CCSc1ncccc1C(=O)NCCc1ccc(Cl)cc1
i,13,Cn1cnnc1SCC(=O)Nc1ccc(Br)cc1F
?,.,Cc1csc(NC(=O)CSc2nnc(CCNC(=O)c3ccc(Cl)c(Cl)c3)n2C)n1
?,.,CSc1ccc(S(=O)(=O)NC2CCCCCC2)cc1
i,.,Cn1c(CSc2nc3ccccc3s2)nc2ccccc21

From PubChem
